aSyn yeast rescue: rescues yeast growth from alpha-synuclein toxicity. S. cerevisiae alpha-synuclein toxicity rescue, BacTiter-Glo growth, 24 h. Potency, µM (highest dose often 46.1 µM), for inactives: top-dose growth rescue (activation), most hits filed as activators. 94,000 compounds, 0.02% hits. AID 1347070; active = well fitted activation curve with a large enough effect; inconclusive = small, poorly fitted or top-dose-only effect; also: 0% is about no effect
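Growth restoration measured by BacTiter-Glo luminescence after 24 hr at 30 deg C; alpha-synuclein yeast, raffinose-pregrown to mid-log, were added at OD600=0.02 in galactose medium onto pinned compounds.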
An asterisk follows results filed as active; u = inconclusive; [ ] = dose if it differs, or a comment. Potency is read from the fitted curve at half-maximal effect. The list is partial. The share of hits here may be higher or lower than overall.

SMILES	aSyn yeast rescue
Cc1ccc(Cl)cc1-n1ncc2c(N3CCCCCC3)ncnc21	-4%
CCOc1ccc(N2C(=O)CC(SCC(=O)O)C2=O)cc1 (stereo not given)	-3%
COc1ccc(-c2nnc(SCC(=O)Nc3cccc(F)c3)s2)cc1	6%
Cc1cc(Br)cc(Cl)c1OC(=O)c1cnccn1	2%
O=C(Nc1nnc2n1CCS2)c1ccc(F)cc1F	-1%
COc1ccc(/C=N/N=C2/C(=O)Nc3ccccc32)cc1O	-4%
O=C(CCN1CCCCC1)Nc1ccc(F)c(F)c1	0%
O=C1c2oc3ccc(Cl)cc3c(=O)c2C(c2ccco2)N1CCN1CCOCC1 (stereo not given)	9%
CCN1C(=O)/C(=C2/C(=O)N3c4c(cc(OC(C)=O)cc42)C(C)=CC3(C)C)SC1=S	3%
O=C(CSc1nnc(CNC(=O)c2c(F)cccc2Cl)o1)Nc1ccccc1F	6%
CCCc1cc(C(=O)Nc2ccc(C#N)cc2)no1	-12%
COCCCNC(=O)CCCn1c(=O)c2ccccc2n(CC(=O)Nc2ccc(C)cc2Cl)c1=O	-11%
CN(C)C(CNc1ccc(S(C)(=O)=O)cc1[N+](=O)[O-])c1ccccc1 (stereo not given)	-17%
Cc1ccc(-n2nc3c(N4CCC(C(=O)NC5CCC(C)CC5)CC4)nnc(C)c3c2C)cc1 (stereo not given)	4%
COc1ccc(CNC(=O)c2ccc(-c3nc(CSc4ccccc4)c(C)o3)cc2)cc1	-7%
Cc1cccc(C)c1NC(=O)CC(NCc1ccco1)C(=O)O (stereo not given)	5%
Cc1cccc(C(=O)Nc2ccccc2OCc2cc(=O)n3c(C)csc3n2)c1	-3%
O=C1CCc2cc(S(=O)(=O)NCc3ccc(F)cc3)cc3c2N1CCC3	5%
Cc1ccc(C)c(N2CCN(C(=O)c3ccc(N4CCOCC4)c([N+](=O)[O-])c3)CC2)c1	12%
CC(=O)N1N=C(c2ccc(Br)cc2)CC1c1ccc(Br)cc1 (stereo not given)	16%
CC(OC(=O)c1nc(Cl)ccc1Cl)C(=O)Nc1ccc2c(c1)OCCO2 (stereo not given)	15%
Cc1cc(C)c(S(=O)(=O)N2CCN(S(=O)(=O)N3CCC(C)CC3)CC2)c(C)c1	-45%[inhibitor]
COc1ccc(NC(=O)CN(C)C(=O)c2cc(C)oc2C)cc1	-11%
O=C(/C=C/c1ccco1)Nc1ccc(Cl)c(S(=O)(=O)N2CCOCC2)c1	-1%
COc1cccc(CNC(=O)C2(c3cccs3)CCOCC2)c1	-3%

Copied from above, 5 compounds:
SMILES	aSyn yeast rescue
Cc1ccc(Cl)cc1-n1ncc2c(N3CCCCCC3)ncnc21	-4%
CCOc1ccc(N2C(=O)CC(SCC(=O)O)C2=O)cc1 (stereo not given)	-3%
COc1ccc(-c2nnc(SCC(=O)Nc3cccc(F)c3)s2)cc1	6%
Cc1cc(Br)cc(Cl)c1OC(=O)c1cnccn1	2%
O=C(Nc1nnc2n1CCS2)c1ccc(F)cc1F	-1%

Additional entries
SMILES	aSyn yeast rescue
COc1ccccc1-c1nn2c(=O)cc(CN3CCN(C(=O)/C=C/c4ccccc4)CC3)nc2s1	5%
COC(=O)c1ccc2c(c1)NC(=O)C(N(CC(C)C)CC(C)C)S2 (stereo not given)	7%
CC(C)c1nc(SCC(=O)NC2CCCC2)c2ccccc2n1	-7%
CCC(CO)NCc1ccccc1OC(C)C (stereo not given)	7%
CCc1ccc(NC(=O)C(=O)NCC(c2cccnc2)N2CCN(C)CC2)cc1 (stereo not given)	3%
FC(F)(F)c1cccc(Nc2nc(N3CCCC3)nc(N3CCCC3)n2)c1	17%
COc1ccc(NC(=O)C2CC(=O)N/C(=N/NC(=O)c3ccc(Cl)cc3)S2)cc1 (stereo not given)	-19%
CS(=O)(=O)N1CCc2cc(C(=O)N3CCN(c4ccccc4)CC3)ccc21	-6%
COc1ccccc1CNC(=O)c1ccc2c(c1)N(Cc1ccc(C)cc1)CCS2	-2%
COc1ccc(CNC(=O)c2cc3c(s2)-c2c(C)cccc2OC3)cc1	-6%
COc1ccc(NC(=O)CSc2nnc(Cc3ccccc3)c(=O)n2N)c(OC)c1	2%
O=C(Nc1nc2c(s1)COc1ccccc1-2)c1cccs1	9%
O=C(OCC(=O)N1CCc2ccccc21)c1cc(S(=O)(=O)N2CCOCC2)ccc1F	-8%
CCOC(=O)c1nc(Nc2ccc(C(=O)OC)cc2)c2ccccc2n1	-11%
CSc1ncc(C(=O)NCc2ccc(F)cc2)c(-c2ccccc2)n1	-16%
Cc1nc2nc[nH]n2c(=O)c1CCC(=O)Nc1ccc(F)cc1	0%
CCc1ccc(CNC(=O)c2ccc3nc(C(C)C)oc3c2)cc1	-6%
COc1ccc(N2CCN(CC(O)COc3ccc(C(C)(C)C)cc3)CC2)cc1 (stereo not given)	1%
C[C@@H]1CN([C@H](C)CO)S(=O)(=O)c2ccc(C#Cc3ccccc3F)cc2O[C@H]1CN(C)C(=O)c1ccc2c(c1)OCO2	-9%
Cc1ccccc1C(=O)n1nc(-c2ccco2)nc1NCc1ccc(Cl)cc1	1%
CCOc1ccc(-c2nc3c(c(SCC(=O)N4CCCCC4)n2)Cc2cccc(OC)c2O3)cc1	2%
O=C(NC1CCCc2ccccc21)c1n[nH]c(=O)c2ccccc12 (stereo not given)	-3%
Cc1ccc(NC(=O)c2ccc(Cl)c(S(=O)(=O)N3CCCC3)c2)nc1	-7%
Cn1c(=O)n(C)c2cc(N3CCOCC3)c(NS(=O)(=O)c3ccc(C(C)(C)C)cc3)cc21	1%
COc1ccc(C)cc1NC(=O)c1sc2nc(-c3ccc(F)cc3)cn2c1C	3%
SMILES	aSyn yeast rescue
CCOc1ccc(N(C)S(=O)(=O)c2c(C(=O)N3CCC(C)CC3)c(C)n(C)c2C)cc1	4%
COc1ccc(C)cc1NC(=O)CCS(=O)(=O)c1ccc2c(c1)CC(=O)N2C	0%
COc1ccc(C(=O)Nc2ccc(S(=O)(=O)N3CCN(C)CC3)cc2)cc1	4%
COCCn1cnc2c(c1=O)c1nc3ccccc3nc1n2/N=C/c1ccc(OC)c(OC)c1	3%
CCc1ccc(CNC(=O)CCC(=O)n2ncc3cc(C)ccc32)cc1	-3%
COc1ccc(-c2cn3nc(N4CCC(C(=O)Nc5cccc(C)c5C)CC4)sc3n2)cc1	-4%
COc1ccc(OCC(O)Cn2c(=N)n(CCN3CCCCC3)c3ccccc32)cc1 (stereo not given)	-4%
O=C(CCOc1ccccc1)N1CCCC(Nc2ccccc2)C1 (stereo not given)	-1%
Cc1cccc(NC(=O)c2cccc(C(=O)Nc3cccc(C)c3)n2)c1	0%
O=C(CSc1nc2ccccc2n1Cc1cccc(F)c1)NCc1ccccc1	13%
Cc1ccc(Cn2c(C)c3cnn(CC(=O)N4CCN(c5ccc(F)cc5)CC4)c(=O)c3c2C)cc1	20%
COc1ccc2c(c1)c1c(c(=O)n(-c3ccccc3)c(=O)n1CC(=O)Nc1ccc(C)c(C)c1)n2C	2%
O=C(COC(=O)c1cc(=O)[nH]c2ccccc12)NCc1cccs1	5%
CSc1ccc(CNC(=O)C2CCN(c3nc4ccccc4nc3C(F)(F)F)CC2)cc1	0%
CCCC(=O)Nc1c(-c2ccccc2)c(=O)c(C)nn1-c1ccccc1	1%
COc1ccc(CNC(=O)Cn2cc(C(F)(F)F)ccc2=O)cc1OC	-1%
CCN1CCN(CC(=O)N2N=CCC2c2ccccc2)CC1 (stereo not given)	-9%
N#Cc1ccc(-c2nc3ccc(Br)cn3c2Cc2ccccc2)cc1	14%
COc1cccc(CNC(=O)c2ccc3nc(CCc4ccccc4)oc3c2)c1OC	-2%
CCC(C(=O)OC)n1cnc2c(nnn2-c2ccc(F)cc2)c1=O (stereo not given)	7%
COc1ccccc1-c1cn[nH]c1-c1ccc(OCc2ccccc2F)cc1O	-25%
CCN1C(=O)[C@H]2[C@@H](c3ccc(OC)cc3)N[C@]3(CCCN(Cc4ccccc4)C3=O)[C@H]2C1=O	8%
COc1ccc(-c2c(C)nn3c(-c4ccccc4)cc(-c4ccccc4)nc23)cc1	1%
COc1ccc(Cn2c(CNC(=O)Cc3ccc(OC)c(OC)c3)nc3cccnc32)cc1	-7%
COc1cccc(C(=O)N2CCN(c3nc4cc(C)cc(C)c4cc3C#N)CC2)c1	12%
SMILES	aSyn yeast rescue
O=C(Cc1ccc(Br)cc1)Nc1cccc(S(=O)(=O)N2CCCCC2)c1	-22%
O=C(Cn1nc(C(=O)O)c2ccccc2c1=O)c1c[nH]c2ccccc12	-7%
Cc1ccc(C)c(N2CCN(C(=O)c3cc(C)nc4c3c(C)nn4-c3cccc(F)c3)CC2)c1	3%
COc1ccc(CC(=O)N2CC(=O)Nc3ccc(Br)cc3C2c2ccc(F)cc2)cc1 (stereo not given)	2%
Cc1cnc(C(=O)OCC(=O)c2ccc(Br)s2)cn1	-9%
Cc1ccccc1-c1nc2scc(CCNC(=O)c3ccco3)n2n1	7%
O=C(O)c1nn(Cc2csc(-c3ccccc3)n2)c(=O)c2ccccc12	0%
CCc1cccc(C)c1NC(=O)Cn1c(=O)cc(C(F)(F)F)c2c(C)nn(C)c21	7%
CCN(CC)c1nc2c(S(=O)(=O)c3ccccc3)nnn2c2ccc(Cl)cc12	2%
O=C(NCc1ccccn1)c1nn(-c2ccccc2Cl)nc1CO	-2%
COc1ccc(C)cc1NC(=O)C(=O)NCCc1sc(-c2cccc(C)c2)nc1C	3%
Cc1cccc(Cn2cc(C(=O)Nc3ccc(F)c(C(F)(F)F)c3)ccc2=O)c1	-2%
C[C@H]1CCCCO[C@@H](CN(C)C(=O)NC2CCCCC2)[C@@H](C)CN([C@@H](C)CO)C(=O)c2cc(NC(=O)Cc3ccccc3)ccc2O1	-8%
CCC(C)(C)NC(=O)C(Sc1ccccc1)c1ccccc1 (stereo not given)	4%
CCCc1nn2c(=O)cc(COc3ccc(/C=C(\C#N)C(=O)Nc4ccc(F)cc4)cc3)nc2s1	-2%
CC1CCN(C(=O)CSc2c3c(nc4ccc(Cl)cc24)CCCC3)CC1	u
CCSc1ncc(Cl)c(C(=O)Nc2nc3ccc(S(C)(=O)=O)cc3s2)n1	-3%
O=C(CCl)N(C1CCCC1)C1CCS(=O)(=O)C1 (stereo not given)	-1%
CCc1ccccc1NC(=O)c1ccc2nc(C(C)C)oc2c1	-11%
Cc1ccc2[nH]c(=O)c(Cc3ccccc3)c(O)c2c1	4%
Cc1ccc(Nc2nc(NCCCN3CCOCC3)nc(N)c2[N+](=O)[O-])cc1	-8%
Cc1ccc(NC(=O)CN2C(=O)c3ccccc3Sc3ccc(C(=O)N4CCOCC4)cc32)cc1F	-3%
CCOc1ccc(CNC(=O)CCCc2cn(C)c3ccccc23)cc1OC	-3%
CCOC(=O)c1c(NC(=O)c2cc(=O)c3cc(C)cc(C)c3o2)sc(C)c1C	-2%
O=C(CSc1nnc(NC(=O)Nc2ccccc2)s1)Nc1cccc(F)c1	5%

Three compounds out of the list, arranged by count of non-hydrogen atoms, low to high:
SMILES	aSyn yeast rescue
CCOc1ccc(N2C(=O)CC(SCC(=O)O)C2=O)cc1 (stereo not given)	-3%
COc1ccc(C)cc1NC(=O)C(=O)NCCc1sc(-c2cccc(C)c2)nc1C	3%
CCOc1ccc(-c2nc3c(c(SCC(=O)N4CCCCC4)n2)Cc2cccc(OC)c2O3)cc1	2%

(list continues)
SMILES	aSyn yeast rescue
COc1ccccc1CCNC(=O)C(=O)NCC(c1cccs1)S(=O)(=O)c1ccccc1 (stereo not given)	11%
CC(=O)N(C(C)=O)c1ccc(Oc2ccc(Oc3ccc(N(C(C)=O)C(C)=O)cc3)cc2)cc1	5%
CC1CC(C)CN(CCCNC(=O)c2cn(C)c3ccc(S(=O)(=O)N4CCCC4)cc3c2=O)C1 (stereo not given)	3%
CCCCCOC(=O)c1ccc(OC(=O)c2sc3ncn(Cc4cccc(F)c4)c(=O)c3c2C)cc1	-3%
COc1ccccc1N(CC(=O)NCC(C)C)S(=O)(=O)c1cccs1	3%
CN(C)c1ccc(CNC(=O)C2CCCN(S(=O)(=O)c3ccc4c(ccn4C)c3)C2)cc1 (stereo not given)	-3%
Cn1c(=O)[nH]c2c(nc(-c3ccc(Cl)cc3)n2C)c1=O	8%
CCOC(=O)C1CCN(S(=O)(=O)c2cc(-c3onc(C)c3C)ccc2C)CC1	-12%
CN(c1ccccc1)S(=O)(=O)c1cccc(NC(=O)CCNC(=O)c2ccco2)c1	6%
O=C(CN(c1cccc([N+](=O)[O-])c1)S(=O)(=O)c1ccccc1)N(Cc1ccccc1)Cc1ccccc1	4%
Cn1c(SCC(=O)Nc2ccc(F)cc2)nnc1C1CC1	0%
O=C(Nc1cc(Cl)ccc1-n1cncn1)c1ccccc1OC(F)F	18%
Cc1ccccc1OCc1ccc(-c2nc(C#N)c(NCCCN(C)C)o2)o1	6%
Cc1ccc(N2CC(C(=O)NCCS(=O)(=O)N3CCN(c4ccc(F)cc4)CC3)CC2=O)cc1 (stereo not given)	-2%
O=c1c2ccccc2cnn1Cc1nnc(-c2cccs2)o1	-2%
N#Cc1cnc2nc1NCCCCCCC2	-3%
O=C(NCCSc1c[nH]c2ccccc12)c1ccco1	7%
CC(C)CCNC(=O)NC(=O)COC(=O)/C=C/c1cc(Br)ccc1F	-13%
COC(=O)c1sc2cccc(F)c2c1S(=O)(=O)N1CCN(c2cccc(C)c2)C(C)C1 (stereo not given)	10%
CCC(=O)N1CCc2cc(CNC(=O)Nc3cc(C)ccc3C)ccc21	5%

Reformatted: four of the compounds above.
> Cc1ccc(N2CC(C(=O)NCCS(=O)(=O)N3CCN(c4ccc(F)cc4)CC3)CC2=O)cc1 (stereo not given)
- aSyn yeast rescue: -2%

> O=c1c2ccccc2cnn1Cc1nnc(-c2cccs2)o1
- aSyn yeast rescue: -2%

> N#Cc1cnc2nc1NCCCCCCC2
- aSyn yeast rescue: -3%

> O=C(NCCSc1c[nH]c2ccccc12)c1ccco1
- aSyn yeast rescue: 7%

From PubChem
